High-throughput results (PubChem)
TRb-SRC2 inh – qHTS for Inhibitors of the Interaction of Thyroid Hormone Receptor and Steroid Receptor Coregulator 2; 280,000 compounds, 0.065% hits; Thyroid hormone receptor beta (Homo sapiens), P10828; Potency, µM (top dose mostly 106 µM), for the others: top-dose activity change, negative = inhibition, usual class: inhibitors; AID 1469, 2008; TRbeta-SRC2 peptide binding, fluorescence polarization; receptor liganded with 1 µM T3;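 further: potency means the concentration at half of the fitted maximal effect; plate controls were bound peptide for no effect and peptide without receptor for full effect; nearly all actives have a fitted effect of over 50% in size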
Target sequence (P10828 whole entry, looked up): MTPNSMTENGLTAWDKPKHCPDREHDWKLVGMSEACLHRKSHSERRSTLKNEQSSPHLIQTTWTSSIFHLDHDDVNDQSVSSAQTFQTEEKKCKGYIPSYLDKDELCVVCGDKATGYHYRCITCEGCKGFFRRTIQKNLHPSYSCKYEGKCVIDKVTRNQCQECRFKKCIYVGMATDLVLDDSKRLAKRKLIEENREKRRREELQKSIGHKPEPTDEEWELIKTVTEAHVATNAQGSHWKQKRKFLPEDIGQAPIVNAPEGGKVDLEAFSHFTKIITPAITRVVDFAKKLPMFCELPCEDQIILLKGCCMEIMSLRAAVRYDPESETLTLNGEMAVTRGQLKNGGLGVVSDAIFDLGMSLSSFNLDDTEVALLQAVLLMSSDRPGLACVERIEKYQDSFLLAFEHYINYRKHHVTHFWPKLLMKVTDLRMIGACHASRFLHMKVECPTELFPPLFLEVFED
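Binding of a 20-amino-acid Texas Red SRC2 peptide (20 nM) to TRb ligand-binding domain (0.6 uM) with agonist T3 at 1 uM was followed by fluorescence polarization after a 5 hr room-temperature incubation.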
TR SRC2 fluor cs – Total Fluorescence Counterscreen for Inhibitors of the Interaction of Thyroid Hormone Receptor and Steroid Receptor Coregulator 2. 280,000 compounds, 0.29% hits. AID 1479, 2009. TRb/SRC2 Texas Red total fluorescence interference. Potency, µM (titrated, usually from 106 µM), inactives show top-dose fluorescence change, negative = quenching; active means well fitted curve in either direction with a large enough effect; inconclusive means small, poorly fitted or top-dose-only effect; further: potency means the concentration at half of the fitted maximal effect; on the % scale 0 is the no-effect control and ±100 the full control effect
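Flags fluorescent or light-absorbing compounds by total fluorescence, S + 2P, at 555 nm excitation and 632 nm emission. Mixture: 20 nM Texas Red SRC2 peptide, 0.6 uM human TRb LBD, 1 uM T3, 5% DMSO; compound exposure 5 h at ambient temperature.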
Tau fluor counter – Counterscreen qHTS for Inhibitors of Tau Fibril Formation, Fluorescence Polarization; tau K18 P301L Alexa594 fluorescence, heparin fibrillization; Potency, µM (doses to about 57.7 µM), inactives show top-dose activity change, negative = decrease; 280,000 compounds, 0.93% hits; AID 1463, 2008; further: potency means the concentration at half of the fitted maximal effect; on the % scale 0 is the no-effect control and ±100 the full control effect; nearly all actives have a fitted effect of over 55% in size
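Human tau K18 P301L (15 uM unlabeled, 0.24 uM Alexa 594-labeled) in 100 mM sodium acetate pH 7 with 20 uM heparin, 6 hr at 37 C. ThT 30 uM added, 1 hr ambient; Alexa 594 FP and total fluorescence read at 555/632 nm.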
CBFb-RUNX1 inh – qHTS Assay for Compounds Blocking the Interaction Between CBF-beta and RUNX1 for the Treatment of Acute Myeloid Leukemia | Runt-related transcription factor 1 (Homo sapiens) + Core-binding factor subunit beta … | AlphaScreen CBFb-His/RUNX1-biotin binding, biochemical | Potency, µM (series often up to 59.8 µM), for the others: at the highest dose activity, negative = inhibition, actives largely listed as inhibitors | 230,000 tested, under 10 active | AID 1477, 2009; further: % of control where 0% means no effect
Target sequence (Q01196 whole entry, looked up): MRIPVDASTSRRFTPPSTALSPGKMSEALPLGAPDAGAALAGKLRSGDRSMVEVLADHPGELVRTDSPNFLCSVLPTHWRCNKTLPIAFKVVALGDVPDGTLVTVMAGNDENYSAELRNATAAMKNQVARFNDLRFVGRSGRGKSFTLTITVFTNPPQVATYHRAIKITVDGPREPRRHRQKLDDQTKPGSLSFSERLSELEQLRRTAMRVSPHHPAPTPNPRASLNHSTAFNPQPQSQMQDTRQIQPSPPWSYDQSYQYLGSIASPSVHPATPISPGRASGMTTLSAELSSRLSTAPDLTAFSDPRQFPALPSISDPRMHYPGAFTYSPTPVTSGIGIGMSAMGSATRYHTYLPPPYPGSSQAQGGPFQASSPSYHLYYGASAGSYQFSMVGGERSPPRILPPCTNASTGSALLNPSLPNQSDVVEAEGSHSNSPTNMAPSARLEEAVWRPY
Target sequence (Q13951 whole entry, looked up): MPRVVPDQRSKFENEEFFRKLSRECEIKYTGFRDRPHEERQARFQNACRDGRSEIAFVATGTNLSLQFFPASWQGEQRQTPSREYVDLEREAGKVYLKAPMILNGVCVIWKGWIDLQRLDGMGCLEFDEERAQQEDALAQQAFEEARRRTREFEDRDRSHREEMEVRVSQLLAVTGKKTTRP
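CBFb-His/RUNX1-biotin, 30 nM each, preincubated 20 min RT; compound 15 min RT; Ni + streptavidin beads 50 ng each, 90 min RT; AlphaScreen read.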
Epigenetic derep – Quantitative High-Throughput Screen for Regulators of Epigenetic Control | murine LDR cells, GFP reporter derepression, 30 h | Potency, µM (doses to about 53.9 µM), inactives show at the top dose GFP activation, actives largely listed as activators | 280,000 compounds, 0.2% hits; further: potency means the concentration at half of the fitted maximal effect; % of control where 0% means no effect; nearly all actives have a fitted effect of over 60% in size
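Readout is the number of GFP-expressing murine LDR cells, counted by cytometry following washing. Cells were treated with compound for 30 h at 37 C; the stably integrated CMV-GFP locus is normally silent.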
Tau FP inhib – qHTS for Inhibitors of Tau Fibril Formation, Fluorescence Polarization. Microtubule-associated protein tau (Homo sapiens), P10636. K18 P301L tau heparin fibrillization, Alexa594 FP, 6 h. Potency, µM (titrated, usually from 57.7 µM), without a hit: at the highest dose activity, negative = inhibition, usual class: inhibitors. 280,000 compounds, 0.39% hits. AID 1468, 2008; further: potency means the concentration at half of the fitted maximal effect; on the % scale 0 is the no-effect control and ±100 the full control effect; nearly all actives have a fitted effect of over 55% in size
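Steps: dispense K18 P301L tau (15 uM plus 0.24 uM Alexa 594 tracer, final) in pH 7 sodium acetate; add compound; add heparin (20 uM final); incubate 6 hr, 37 C; add ThT (30 uM final); after 1 hr ambient, read FP.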
NPSR antagonist – qHTS Assay for Antagonists of the Neuropeptide S Receptor: cAMP Signal Transduction | Q6W5P4 | CHO-NPSR cells, cAMP TR-FRET, antagonist mode | 220,000 compounds, 1% hits | Potency, µM (highest dose often 38.3 µM), inactives show top-dose activity change, negative = inhibition, most hits filed as inhibitors | AID 1461, 2008; further: potency means the concentration at half of the fitted maximal effect; on the % scale 0 is the no-effect control and ±100 the full control effect; nearly all actives have a fitted effect of over 50% in size; many of its hits are not listed in these tables
aGal spleen mod – qHTS Assay for Inhibitors and Activators of Human alpha-Galactosidase From Spleen Homogenate | Potency, µM (series often up to 80 µM), for inactives: at the highest dose activity change, negative = inhibition, most hits filed as inhibitors | 240,000 compounds, 0.008% hits | human spleen homogenate, 4MU-alpha-Gal fluorescence, 40 min | Alpha-galactosidase A (Homo sapiens), P06280 | AID 2107, 2009;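 further: potency means the concentration at half of the fitted maximal effect; 0% = enzyme with vehicle and -100% = no enzyme basal signal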
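Spleen homogenate 1 ug + cpd (titration) + 4-MU-alpha-D-galactopyranoside 1 mM; 37C 40 min; 50 mM citrate/phosphate pH 5.0, 0.01% Tween-20; stop pH 10; fluorescence 365/440; AC50 via Hill.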
Starred values were filed as active, the others as inactive; ? = inconclusive; nt = not tested or not shown; & = joins results of further samples; [ ] = remark or other dose. Unless noted, the call rests on the fitted dose curve; in most records, active means well fitted curve in the direction sought with a large enough effect; inconclusive means small, poorly fitted or top-dose-only effect, or another doubt; inactive means no such curve, though single readings can be large; an effect the other way counts as inactive or inconclusive. An excerpt; count on the stated rates, not on these rows.

SMILES	TRb-SRC2 inh	TR SRC2 fluor cs	Tau fluor counter	CBFb-RUNX1 inh	Epigenetic derep	Tau FP inhib	NPSR antagonist	aGal spleen mod
CCCCn1cc2c(c1-c1ccc(Br)cc1)c(=O)n(C)c(=O)n2C	-8%	-1%	-10%	nt	?	-1%	nt	nt
Cc1cc(C)cc(NC(=O)Cc2ccc(-n3cccc3)cc2)c1	1%	0%	0%	-5%	-1.8%	-8%	0%	10%
CC(C)OC(=O)c1cc2ccccc2[nH]1	-21%	0%	-6%	2%	0.0%	-2%	14%	-7%
O=C(Nc1ccon1)c1cccc(C(F)(F)F)c1	8%	-8%	1%	5%	0.1%	-8%	12%[46.1 µM]	-15%
COc1ccc(CCNC(=O)COc2ccc(S(=O)(=O)NC3CCCCC3)cc2Cl)cc1	5%	-1%	-19%	-2%	1.9%	-6%	-20%[46.1 µM]	-5%
CC(C)NCC#CCOc1ccc(Cl)cc1	5%	0%	5%	-1%	-1.9%	6%	7%	-1%
COc1ccc(C(=O)Nc2ccc3c(c2)Cc2ccccc2-3)cc1	5%	-2%	-4%	1%	-0.9%	2%	-20%[46.1 µM]	4%
C/C(=N\NS(=O)(=O)c1ccc([N+](=O)[O-])cc1)c1cccs1	-6%	-2%	-18%	?	0.0%	6%	-6%	-3%
COc1ccc(/C(O)=C2/C(=O)C(=O)N(CCN(C)C)C2c2ccc(F)cc2)cc1Cl (stereo not given)	-2%	0%	-3%	12%	-1.4%	-7%	26%[46.1 µM]	-6%
N/C(=N\OC(=O)Oc1ccccc1)c1ccc(Br)cc1	-9%	0%	-3%	2%	-3.0%	3%	-2%[46.1 µM]	7%
CCCCNC(=O)c1sc2nc(C)cc(COC)c2c1-n1cccc1	7%	2%	-13%	11%	-3.2%	7%	?	-16%
Cc1c(-c2cc(C(=O)O)no2)cnn1C	7%	-2%	4%[2.34 µM]	4%	-1.1%	-1%	-3%	2%
COC(=O)CCCNS(=O)(=O)c1ccc2ccccc2c1	8%	-4%	-3%	10%	1.2%	-5%	12%[46.1 µM]	6%
CCn1c(=O)cc(OCC(=O)N2CCN(c3ccc(F)cc3)CC2)c2ccccc21	-5%&-9%	-3%&-16%	-4%&-7%	-4%	1.0%&-0.3%	8%&-4%	-4%	0%
CCOCCc1nn2c(=O)cc(COC(=O)c3cccs3)nc2s1	2%	0%	-12%	nt	1.5%	-10%	nt	nt
CCOc1ccc(NC(=O)CSc2ncc3c(n2)-c2ccccc2N(Cc2ccccc2C)S3(=O)=O)cc1	4%	-2%	-15%	nt	0.7%	?	nt	nt
CNC(=O)c1c(NC(=O)Cc2coc3ccc(C)cc23)sc2c1CCCC2	-1%	?	?	nt	5.6%	-5%	nt	nt
O=C(CSC1=NCCN1)Nc1ccccc1[N+](=O)[O-]	3%	-3%	-12%	-10%	-0.9%	?	16%	-1%
Cn1nnnc1SCc1csc(Nc2ccccc2)n1	2%	-1%	-14%	1%	1.0%	5%	-7%[46.1 µM]	-15%
CN(C(=O)COC(=O)c1n[nH]c2ccccc12)c1ccccc1	1%	2%	-8%	-4%	-5.7%	5%	-5%	-4%

As a working copy, part of the list above:
SMILES	TRb-SRC2 inh	TR SRC2 fluor cs	Tau fluor counter	CBFb-RUNX1 inh	Epigenetic derep	Tau FP inhib	NPSR antagonist	aGal spleen mod
Cn1nnnc1SCc1csc(Nc2ccccc2)n1	2%	-1%	-14%	1%	1.0%	5%	-7%[46.1 µM]	-15%
CN(C(=O)COC(=O)c1n[nH]c2ccccc12)c1ccccc1	1%	2%	-8%	-4%	-5.7%	5%	-5%	-4%

(continued)
SMILES	TRb-SRC2 inh	TR SRC2 fluor cs	Tau fluor counter	CBFb-RUNX1 inh	Epigenetic derep	Tau FP inhib	NPSR antagonist	aGal spleen mod
O=C(CSc1nc2c(c(C(F)(F)F)n1)CCc1ccccc1-2)NCc1ccc(F)cc1	-5%	2%	-7%	1%	1.0%	4%	-48%	5%
C=CCOC(=O)C1=C(C)OC(N)=C(C#N)C1c1ccco1 (stereo not given)	-1%	-6%	9%	2%	0.1%	-1%	-10%	4%
Cc1ccn(CC(=O)O)c(=O)c1	-6%	-2%	-3%	4%	2.4%	3%	3%[7.67 µM]	4%
CC(C)(C)c1ccc(S(=O)(=O)NCc2ccc(C(=O)N3CCCC3)cc2)cc1	3%	3%	-5%	-2%	0.0%	2%	-15%[46.1 µM]	5%
CC(=O)c1ccccc1NS(=O)(=O)c1c(C)nn(-c2ccccc2)c1C	9%	2%	-14%	7%	-0.8%	-4%	-8%[46.1 µM]	0%
Cc1ccc(-c2nc3ncccc3o2)cc1NC(=O)c1ccccc1	1%	-1%	-7%	6%	13%	1%	7%	3%
CCCCCn1c(SCC(=O)c2ccccc2)nc2cc(C(=O)NCc3ccco3)ccc2c1=O	-7%	-5%	-3%	-7%	1.8%	-4%	-5%[46.1 µM]	-1%
Cc1ccc2c(c1)C=CC(C)N2C(=O)c1ccccc1 (stereo not given)	-3%	2%	-6%	2%	-0.9%	6%	-21%[46.1 µM]	-4%
CCN(CCO)C(=O)CC(c1ccccc1)c1cc(Br)ccc1O (stereo not given)	-1%	-9%	-1%	2%	-0.8%	0%	-3%[46.1 µM]	-1%
Cc1ccc(OC(C)C)c(CN(CCO)CCO)c1	-3%	-1%	-12%	1%	1.5%	-1%	2%[46.1 µM]	5%
COc1cc(C2NC(C(=O)O)Cc3c2[nH]c2ccccc32)cc(OC)c1OC (stereo not given)	-7%[11.2 µM]	-5%[11.2 µM]	2%[11.6 µM]	13%[13.1 µM]	6.8%[10.1 µM]	5%[11.6 µM]	5%[46.1 µM]	4%[17.5 µM]
Cc1ccc2c(Cl)c(C)c(N3CCCC3)nc2n1	-4%	-5%	9%	4%	1.1%	10%	-2%	-1%
O=c1c2cc(Br)cc(Br)c2oc2nc3n(c(=O)c12)CCCS3	-4%	-7%	-14%	-2%	3.9%	-2%	-5%[46.1 µM]	-4%
Cc1ccc(NS(=O)(=O)c2ccc(OCC(=O)NCc3ccco3)cc2)cc1	4%	1%	-7%	-5%	-4.6%	-5%	0%[46.1 µM]	0%
CCCC(C)NC(=O)c1sc2nc3n(c(=O)c2c1C)CCC3 (stereo not given)	-5%	-2%	3%	10%	-1.5%	8%	4%	5%
Cc1ccc2nsnc2c1NC(=O)Cc1ccc(Cl)cc1	-7%	1%	8%	-4%	-1.3%	0%	-22%	-1%
C=CCn1c(SCC(=O)NNC(=S)Nc2ccccc2)nnc1-c1ccccc1	-4%	-5%	0%	-1%	1.1%	2%	-3%	-2%
O=C(CSc1nncn2c1cc1occc12)Nc1ccc(F)c(Cl)c1	1%	2%	-24%	nt	1.8%	?	nt	nt
O=C(CCN1CCN(c2ccc(F)cc2)CC1)Nc1ccc(F)cc1	-2%	-2%	-9%	6%	0.8%	-3%	3%[46.1 µM]	1%
CCn1cnc2cc(NCc3nc4ccccc4n3C)ccc21	-3%	-1%	-3%	0%	0.0%	-1%	-26%[46.1 µM]	-18%
NC[C@@H]1O[C@H](C23CC4CC(CC(C4)C2)C3)Cc2c1ccc(O)c2O	-3%&1%&4%&-4%	-2%&1%&1%&0%	?	6%	-1.2%&2.1%&0.0%&7.8%	-4%&-2%&1%&-6%	?	13%&6%&-2%&-5%
N/C(=N/S(=O)(=O)c1ccccc1)c1cccc([N+](=O)[O-])c1	-8%[53 µM]	0%[53 µM]	-2%	-4%	3.4%	6%	8%	-4%
CCNC(=O)n1nccc1C(C)Oc1cccc(C(F)(F)F)c1 (stereo not given)	1%	1%	-4%	7%	-2.6%	0%	?	-8%
Cc1ccc(C)c(N(CC(=O)Nc2ccccc2C(=O)NCc2ccco2)S(=O)(=O)c2ccccc2)c1	6%	2%	-30%	-4%	-1.0%	-7%	-7%	-2%
CCc1ccc(NC(=O)Cn2c(C(=O)OC)cc3oc(C)cc32)cc1	-1%	5%	-19%	nt	0.0%	-1%	nt	nt
CN(C)n1cnc2ccsc2c1=O	-2%	-2%	2%	-1%	-0.8%[10.1 µM]	0%	8%	3%
Cc1cccc(O)c1	-3%	-2%	-8%	0%&3%	-1.0%	0%	nt	7%&0%
CS(=O)(=O)NCCSCc1ccc(Cl)cc1	-21%	1%	-7%	-1%	-1.0%	-7%	4%[46.1 µM]	-10%
COc1ccc2c(c1)C=C(CN1CCN(C(C)C)C(CCO)C1)CO2 (stereo not given)	-10%	-5%	-4%	-2%	0.2%	3%	-2%	3%
O=S(=O)(Nc1ccccn1)c1cccs1	6%	-2%	3%	6%	1.1%	-2%	-12%	-3%
CCNC(=S)N1CCN=C1Nc1nc(C)cc(C)n1	6%	-10%	-2%	4%	-3.6%	-1%	-1%	0%
O=C(c1ccccc1-c1nc2ccccc2[nH]1)N1CCOCC1	-1%	-1%	6%	2%	0.0%	-1%	-3%[46.1 µM]	3%
O=C(Nc1nnc(SCC(=O)N2CCCc3ccccc32)s1)c1ccc2ccccc2c1	-3%	-2%	-22%	-4%	1.0%	-3%	-14%[46.1 µM]	-5%
N#Cc1c(C(F)(F)F)cc(-c2ccc(F)cc2)[nH]c1=O	-3%	-5%	4%	3%	-0.2%	0%	-21%	0%
CCN/N=C(\Cc1nc2ccccc2[nH]1)c1ccccc1	-3%	-1%	-10%	10%	-2.6%	6%	-10%	1%
CCOC(=O)C1C(=O)NC(N2CCCCC2)=NC1c1ccco1 (stereo not given)	3%	-1%	3%	5%	-1.0%	-7%	-2%[46.1 µM]	-18%
CCOC(=O)[C@H](CCc1ccccc1)N[C@H]1CCc2ccccc2N(CC(=O)O)C1=O	-4%	-4%	nt	13%	nt	nt	nt	6%
